IEC-6 cytotox: counter-screen for KLF5 inhibitors: cytotoxicity in IEC-6 cells; AID 1825; IEC-6 cytotoxicity, luminescence viability; inhibition, % at 5 µM; actives 0.78% (n = 290,000); in the data active means inhibition above about 22%;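 further: 0% = plate median of test compound wells and 100% = cytotoxic reference compound wells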
HIF activator: HIF pathway transcriptional activation. U2OS HRE-luciferase reporter, luminescence; normalized: DMSO 0%, desferrioxamine 100%. activation, % at 7.5 µM (by protocol). actives 0.32% (n = 300,000). AID 1910;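 active means mean activation of at least 10% of the iron chelator positive control signal, with at least half of replicates also reaching 10%; inconclusive means mean and replicate majority disagree about reaching 10%; inactive means mean and most replicates under 10%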
aSyn 5UTR inh: 5' untranslated region of α-synuclein, MLPCN primary screen. alpha-synuclein 5'UTR reporter, inhibitor activity. AID 1813. actives 0.82% (n = 300,000). inhibition, % (tested at 7.5 µM); in the data active means inhibition above about 60%; inconclusive means no clear call, values can overlap the other calls;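 further: H4 neuroglioblastoma cells stably carrying SNCA 5'UTR luciferase fusion; 0% = DMSO wells and 100% = positive control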
HSF1 activator: increases HSF-1 driven luciferase reporter signal; NIH3T3-HGL HSF-1 luciferase reporter, MG132, 8 h; 100% = twice DMSO control signal; activation, % at 9 µM; actives 1.7% (n = 300,000);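 active means mean replicate activation of at least 50% with a set share of replicates each reaching 50%; inconclusive means only one of those two conditions met; inactive means mean below 50% and too few replicates reaching it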;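 further: 0% = median of the neutral control wells and 100% = twice that signal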
Platelet DG rel: modulates dense granule release in human platelets. inhibition, %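 (compounds screened at 7.5 µM in platelet-rich plasma)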. human platelet-rich plasma, SFLLRN dense granule ATP release, luminescence. actives 0.22% (n = 300,000);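 active means mean replicate score, as percent of positive control, at or above 50; inconclusive means mean below 50 but at least one replicate at or above 50; inactive means mean and every replicate below 50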
SKKanGAS inh: inhibitors of SKKanGAS S. pyogenes growth in kanamycin (SK-promoter or general growth effect); BacTiter-Glo, 6 h; inhibition, % at 7.5 µM; actives 1.3% (n = 300,000);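 active means mean replicate score, as percent of positive control median, at least 50; inconclusive means mean below 50 but one replicate at or above 50; inactive means mean and every replicate below 50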;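 further: strain carries kanamycin resistance gene driven by streptokinase promoter and grows in 40 µg/ml kanamycin; loss of luminescence reflects streptokinase promoter inhibition or plain growth inhibition; 0% = median of DMSO wells and 100% = positive control at its reference dose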
HSF1 inhib: HSF1 inhibition | NIH3T3-HGL HSE-luciferase, MG132-induced, luminescence 8 h; active compounds read low | activity change, negative = inhibition, % at 7.5 µM (by protocol) | actives 0.77% (n = 300,000);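 active means more than half of replicate wells show activity change below -50%, luminescence cut by over half; inconclusive means some wells, but at most half, below -50%; inactive means no replicate well below -50%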;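 further: luciferase reports HSF-1 transcriptional activity via heat shock element; 0% = median of DMSO wells and -100% = zero luminescence signal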
AI-2 QS modul: modulators of Vibrio harveyi AI-2 quorum sensing system. actives 0.4% (n = 300,000). Vibrio harveyi JMH597 AI-2 luminescence/OD600 ratio, 9 h; active compounds read low; strain lacks LuxN and CqsS sensors; 0 = neutral-control median. activity change, % at 7.5 µM; in the data active means activity change below about -75%, passing the limit was not always enough; inconclusive means no clear call, values can overlap the other calls;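 further: luminescence divided by OD600 gain over 9 h not by final OD600 alone; inactives centre near 13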
HSP90 inh: inhibitors of HSP90 luciferase refolding in rabbit reticulocyte lysate | luciferase refolding luminescence, 3 h | actives 0.91% (n = 290,000) | inhibition, % at 5.6 µM;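 active means inhibition above the screen-wide mean plus 3 SD, computed separately per campaign, cut at about 16% in these data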;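 further: 0% = DMSO wells and 100% = 60 µM geldanamycin wells; inhibitors lower the luminescence because luciferase stays unfolded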
KLF5 inhibitor: suppresses KLF5 promoter-driven expression; DLD-1 KLF5 promoter-luciferase reporter, luminescence; inhibition, % at 5 µM; actives 0.23% (n = 290,000);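 active means inhibition above a per-plate limit of that plate's mean compound inhibition plus 3 SD, cut at about 60% in these data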;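 further: 0% = DMSO wells and 100% = LY294002 at 200 µM; higher means less KLF5 promoter-driven luciferase light; inactives centre near -14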
An asterisk follows results filed as active; ? = inconclusive; · = not tested or not shown.

canonical_smiles	SKKanGAS inh	HSP90 inh	HIF activator	HSF1 inhib	Platelet DG rel	IEC-6 cytotox	KLF5 inhibitor	aSyn 5UTR inh	HSF1 activator	AI-2 QS modul
CC(=O)N1C(=O)C2(C(C#N)=C(N)Oc3c2c(C)nn3-c2ccccc2)c2ccccc21 (stereo unspecified)	-1	3	-0.2	-12	3	5	-48	-2	-3	13
O=C1Nc2ccc(S(=O)(=O)N3CCCC3)c3cccc1c23	-10	0	-0.5	6	4	-2	-16	12	10	11
COc1ccc(CN(C)C(=S)Nc2ccc(OC(F)F)cc2)cc1	-19	4	0.9	1	2	2	-5	10	5	39
Cc1cc(NC(=O)c2cccc(C)c2[N+](=O)[O-])no1	1	-3	0.0	1	0	5	-47	-21	26	10
CN(C)c1cccc(C(=O)N2CCCC(CCC(=O)NCc3ccccc3F)C2)c1 (stereo unspecified)	1	-3	0.6	-1	-3	-4	-10	-31	13	14
O=C(NCc1ccco1)C(NS(=O)(=O)c1cccc2nsnc12)c1ccccc1 (stereo unspecified)	1	-3	0.4	-1	1	-7	-31	-2	-4	11
Cc1cc(NC(=O)COC(=O)c2cccc(OCc3ccccc3)c2)no1	0	-3	0.5	-9	4	-3	-26	-33	1	15
Cc1ccc(/C=N/NC(=O)c2cc(C)oc2C)o1	1	-1	0.4	-6	5	5	-23	-8	17	18
Cc1ccc(-c2nc(SCC(=O)NCC3CCCO3)c(-c3ccc(Cl)cc3)[nH]2)cc1 (stereo unspecified)	9	-3	-0.3	-8	1	-1	14	4	-13	13
CN(C)CCOc1nc(-c2ccccc2)nc2c1oc1ccccc12	19	-1	0.5	4	-1	-2	-4	-88	9	29
CCCCOC(=O)c1cccnc1	4	-3	-0.4	2	3	-1	-10	20	9	3
CCOc1ccc(-c2c(C(=O)N/N=C/c3ccc(OC(C)C)cc3)nnn2-c2nonc2N)cc1	-4	1	1.1	-2	-14	7	4	21	27	5
CC(=O)c1sc(NC(=O)c2ccccc2F)nc1-c1ccccc1	20	-5	3.5	14	-3	-2	-121	-124	39	33
CC(C)N1CCc2c(sc(NC(=O)c3ccc(S(=O)(=O)N4CCc5ccccc54)cc3)c2C(N)=O)C1	7	1	0.2	-1	-1	-5	-45	-103	-11	30
Cc1ccccc1C(=O)NNC(=O)c1ccc2nc[nH]c2c1	-9	·	0.2	3	-6	·	·	-15	13	-6
CN(C(=O)/C=C/c1ccc(F)cc1)C1CCCCC1	2	·	1.9	46	-3	·	·	-43	61*	1
Cc1cc(=O)[nH]c(SCC(=O)Nc2ccc(S(=O)(=O)N3CCOCC3)cc2)n1	1	0	-0.4	-11	-5	8	-9	16	-16	10
CC1=C(CCN2CCN(C(C)C)C(CCO)C2)C(C)(C)CCC1 (stereo unspecified)	-17	-1	-0.3	-4	-9	7	-7	-24	-3	18
Cc1noc(C)c1COC(=O)[C@@H](NC(=O)c1ccccc1Cl)C(C)C	1	0	-0.1	3	0	4	-16	-4	10	36
CCCn1c(=O)c(-c2ccccc2)c(O)c2ccccc21	-4	-1	-0.6	-2	-1	-8	-14	1	38	16
Cc1c(Cl)ccc2c(C(=O)O)cc(-c3ccccc3)nc12	-22	3	-0.2	-7	-21	-5	-12	14	9	42
O=c1c(C=NCCCO)c(-c2ccccc2)[nH]n1-c1nc2ccccc2s1	15	7	-5.3	-32	1	-8	6	?	-35	14
Cc1ccc(C)c(S(=O)(=O)N=Nc2c(O)[nH]c3ccccc23)c1	0	-3	1.1	2	1	-3	-4	11	6	7
CC1CCc2c(c3ccccc3n2C(=O)CCl)C1 (stereo unspecified)	-5	6	-0.1	-3	1	-3	-3	-33	2	-14
O=C(COC(=O)CCC(=O)c1cccs1)NC1CC1	-1	-1	-0.8	-3	-6	2	-17	-5	19	8
CC1CCc2cc(F)ccc2N1C(=O)CSc1nnc2c(n1)[nH]c1ccc(F)cc12 (stereo unspecified)	20	4	0.0	-3	14	7	8	-19	23	10
Cc1cc(C)cc(NC(=O)NCc2ccccn2)c1	19	-2	-0.3	0	19	-3	-19	12	7	5
O=C(Cc1ccccc1)NN1C(=O)/C(=C/c2ccc(C(=O)O)cc2)SC1=S	0	7	0.0	-9	20	-26	3	13	-24	35
CCOC(=O)c1c(/N=C/C2C(=O)CC(C)(C)CC2=O)sc(C)c1C	-1	3	0.0	13	-3	3	0	·	39	10
CC1CN(c2nc3ccccn3c(=O)c2/C=C(\C#N)C(N)=O)CC(C)O1 (stereo unspecified)	-17	-1	-0.3	3	-1	0	-7	7	3	-3
CC1CCc2nn(CC(=O)NC3CCCC(C)C3C)cc2C1 (stereo unspecified)	1	-5	0.0	0	7	-2	0	12	-1	11
COC(=O)c1ccc(CO/N=C/c2ccc(OC)cc2)o1	1	6	2.0	2	-1	-8	-74	-36	-8	-60
CCS(=O)(=O)N1CCCC(C(=O)Oc2ccc(Br)cc2)C1 (stereo unspecified)	-8	1	-4.8	1	-7	-2	-12	4	4	4
Cc1ccc(NC(=O)C2CCCN2C(=O)c2cccs2)c(C)c1 (stereo unspecified)	1	-1	0.5	-3	4	-6	2	3	-18	20
CC1CCN(C2=NC(=O)/C(=C/c3cccc(O)c3)S2)CC1	-3	-4	2.5	14	-6	-4	-22	-54	27	19
CO/N=C\c1cc(C(=O)c2ccc(Cl)cc2Cl)cn1C	38	3	0.0	-6	1	1	-7	19	-6	3
CCc1cc(=O)oc2cc(C)cc(OCC(=O)C(C)(C)C)c12	-6	-2	-0.3	-9	4	-1	-27	4	8	-4
Cc1cccc(NC(=O)C2C3CCCCC32)c1 (stereo unspecified)	9	-2	4.8	9	-4	-1	-54	-117	13	0
Brc1ccc(C2=NC(Cc3ccccc3)CO2)cc1 (stereo unspecified)	5	1	3.0	-10	-4	6	-24	-176	-32	1
Cc1ccc(NC(=O)C2CCN(S(=O)(=O)c3ccccc3)CC2)cc1	3	6	-0.1	1	4	2	-29	15	-5	21
Cc1cccc(NC(=S)NC2CC3C=CC2C3)c1 (stereo unspecified)	-6	-2	-2.0	10	6	5	-37	-11	6	15
O=C(CCN1CCN(c2ccccc2F)CC1)Nc1ccc2c(c1)OCO2	-1	2	0.1	1	-5	1	-39	39	-3	38
Cc1ccc2[nH]c(-c3ccccc3)cc(=O)c2c1	6	4	2.6	-3	2	88*	57	89*	-14	25
Cc1ccc(CN2C(=O)CCC2C(=O)NCCCN2CCCCC2C)cc1 (stereo unspecified)	-3	1	0.9	-4	13	0	-46	15	-2	15
Cc1ccc(N(CC(=O)N/N=C/c2ccc(OC3CSC3)cc2)S(=O)(=O)c2ccccc2)cc1	17	-2	0.1	13	-3	-1	-22	18	16	36
CN(C)CCCN(C(=O)COc1ccc(Cl)cc1)c1nc2cc3c(cc2s1)OCCO3	1	·	-1.6	-36	13	·	·	-9	-42	29
CCCOc1ccc(C(=O)Nc2c[nH]c(=O)[nH]c2=O)cc1	4	0	0.0	-2	12	-1	-11	-5	0	14
O=C1/C(=C/c2ccncc2)SC(=S)N1Cc1ccccc1	7	-2	0.3	-5	1	-4	-33	38	3	19
Cc1c(C(=O)O)cnc2c([N+](=O)[O-])cnn12	-4	2	-0.3	-2	1	7	5	22	-7	17
CN(c1ccccc1)S(=O)(=O)c1ccc(C(=O)Nc2nnc(C3CC3)o2)cc1	10	-1	-0.2	-13	-1	14	25	54	-9	16
Cc1cc(C(=O)COC(=O)c2cc(Cl)ccc2N)c(C)n1Cc1ccco1	5	0	3.0	-7	-14	-1	-40	-157	-7	35
COCCC(=O)N1CCC(n2nccc2NC(=O)CCc2ccccc2)CC1	3	-4	0.2	-3	-4	0	-12	-10	-2	26
O=C(N/N=C/c1ccc(F)cc1)c1c(O)c2ccccc2[nH]c1=O	94*	4	0.0	2	1	0	-22	43	-12	8
O=C(CSc1nc2ccccc2c(=O)n1NC(=O)Cc1ccccc1)NCc1ccccc1Cl	10	1	0.2	3	6	-2	-30	-8	10	-4
CCN(CC)C(=O)n1cnc(-c2ccccc2)c1-c1ccccc1	-13	0	0.1	7	-5	6	-3	9	-14	14
CC(c1nnnn1C(C)(C)C)N(Cc1cccnc1)Cc1ccccc1Cl (stereo unspecified)	-1	-3	-0.4	-5	-1	4	-11	-6	-16	19

Later entries
canonical_smiles	SKKanGAS inh	HSP90 inh	HIF activator	HSF1 inhib	Platelet DG rel	IEC-6 cytotox	KLF5 inhibitor	aSyn 5UTR inh	HSF1 activator	AI-2 QS modul
COc1ccc(C(=O)COC(=O)CCN=C2NS(=O)(=O)c3ccccc32)cc1OC	5	1	-0.1	0	-1	-9	-7	6	-4	16
COC(=O)c1ccc(NC(=O)COc2ccc(S(=O)(=O)NC(C)C)cc2)cc1	2	-1	-0.3	-7	4	-2	-10	10	4	20
N#Cc1cc2[nH]c3ccccc3c2[n+](-c2ccc([N+](=O)[O-])cc2)c1N	0	-1	0.2	6	-23	-3	-22	-54	4	8
CCc1nnc(NC(=O)C2(C)COC(c3ccccc3)OC2)s1 (stereo unspecified)	-5	-2	0.7	-1	0	-2	-9	32	15	-10
CCCc1nc2c(sc3nc4c(cc32)COC(C)(C)C4)c(=O)n1CCN(C)C	-2	-1	0.1	-1	8	-11	-6	-27	-4	17
O=C(CC1C(=O)NCCN1CCCc1ccccc1)NCCc1ccccc1F (stereo unspecified)	-12	1	0.3	5	-5	-2	-46	-31	21	-2
O=C(Cc1ccccc1)Nc1ccccc1Oc1ccccc1	-8	-3	-1.0	-3	5	-3	-6	-2	3	9
COc1cccc(CN(C)CC2CCCN(CCc3ccccc3C)C2)c1 (stereo unspecified)	-3	-6	-9.8	-2	0	-3	-13	-9	-3	12
Cc1nn(-c2ccccc2)c(C)c1/C=N/NC(=O)c1cccs1	-6	-1	2.5	13	1	3	-94	-68	37	9
CCOc1ccc(S(=O)(=O)NCCC(=O)Nc2nnc(C)s2)cc1	-7	-3	0.4	1	0	3	7	-2	5	22
Clc1ccc2nc(N3CCNCC3)nc(-c3ccccc3)c2c1	7	1	-0.7	1	0	12	-13	-4	-10	36
CC(NC(=O)c1ccccc1N)c1ccccc1 (stereo unspecified)	12	-2	-0.5	-6	-3	-6	3	-8	-10	11
COc1cccc(C2C(C#N)=C(N)Oc3cc(N)ccc32)c1OC (stereo unspecified)	-1	3	-1.0	1	4	-6	-3	15	5	35
COC(=O)c1sccc1NC(=O)CSCCc1ccccn1	12	2	0.1	-5	-1	-12	-37	-6	-21	13
c1ccc(CNc2ncnc3nc[nH]c23)nc1	-2	3	-0.1	3	-12	-2	-19	1	-3	46
O=c1c2c(ncn2C2CCCC2)n(Cc2ccccc2)c(=O)n1CCOc1ccccc1	8	2	-0.5	-3	-11	-2	-30	29	-14	3
Cc1onc(-c2ccccc2Cl)c1C(=O)Nc1ccc(Cl)cn1	1	-1	-2.0	1	-1	3	5	-9	4	20

Bioassay records (PubChem)

Compounds as they come. Share with any hit: about 6%.
